Bioassay records deposited in PubChem by Sanford-Burnham Center for Chemical Genomics.
Apaf-1 inh: human Apaf-1 inhibition; O14727; reconstituted apoptosome caspase-3 activity, DEVD-Rh110 fluorescence; inhibition, % at 20 µM; 330,000 compounds, 0.71% hits; AID 489030; active = inhibition of at least 40% at 20 µM;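 also: plate controls were DMSO wells for no effect and DEVD-CHO caspase inhibitor wells for full effect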
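Material: reconstituted apoptosome with Apaf-1, cytochrome c, caspase-9, procaspase-3, dATP. Technique: Rh110 fluorescence intensity. Buffer or medium: pH 7.5 Hepes buffer with CHAPS, BSA, DTT. Times: 30 min plus 50 min, RT.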
mIAP activ: mouse IAP activation. 330,000 compounds, 0.24% hits. muIAP, CDP-Star luminescence, 30 min; active compounds read high; 1 = vehicle-only enzyme signal, 0 = enzyme-free wells. activation factor at 10 µM;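 active = activation factor of at least 2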; also: the source names both 10 and 20 µM as test concentration; values of inactives mirror those of a sister screen read the other way
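Assay system: mouse IAP enzyme / Compound: DMSO-dissolved test compounds / Timing: 30 min, room temperature / Measured by: luminescence from enzymatic CDP-Star hydrolysis / Control set: DMSO-only wells, enzyme-free buffer wells as negative control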
tim10-1 inh: tim10-1 yeast growth inhibition; S. cerevisiae tim10-1 ts strain growth, BacTiter-Glo, 24 h; 330,000 compounds, 2.2% hits; inhibition, % at 20 µM;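 active = inhibition of at least 40%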;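 also: mutant grown at 25 °C; 0% = DMSO wells with yeast and 100% = wells holding no yeast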
NALP3 yeast inh: NALP3 inhibition in yeast | inhibition, % at 10 µM | 330,000 compounds, 0.39% hits | Yeast reconstituted NLRP3/ASC/caspase-1, beta-gal luminescence, 24 h | AID 2825;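 active = inhibition of 50% or more; inactive = inhibition below 50%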;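 also: plate controls were induced DMSO wells for no effect and uninduced yeast grown without galactose for full effect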
hIAP inh: blocks human intestinal alkaline phosphatase; inhibition, % at 10 µM; 330,000 compounds, 0.12% hits; AID 2544; P09923; purified IAP, CDP-Star luminescence, 30 min;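 active = inhibition reaching a set limit with compound at 10 µM in the primary screen, cut at about 35% in these data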;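 also: plate controls were DMSO wells with enzyme for no effect and no-enzyme buffer wells for full effect; values of inactives mirror those of a sister screen read the other way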
Target sequence (P09923 whole entry, looked up): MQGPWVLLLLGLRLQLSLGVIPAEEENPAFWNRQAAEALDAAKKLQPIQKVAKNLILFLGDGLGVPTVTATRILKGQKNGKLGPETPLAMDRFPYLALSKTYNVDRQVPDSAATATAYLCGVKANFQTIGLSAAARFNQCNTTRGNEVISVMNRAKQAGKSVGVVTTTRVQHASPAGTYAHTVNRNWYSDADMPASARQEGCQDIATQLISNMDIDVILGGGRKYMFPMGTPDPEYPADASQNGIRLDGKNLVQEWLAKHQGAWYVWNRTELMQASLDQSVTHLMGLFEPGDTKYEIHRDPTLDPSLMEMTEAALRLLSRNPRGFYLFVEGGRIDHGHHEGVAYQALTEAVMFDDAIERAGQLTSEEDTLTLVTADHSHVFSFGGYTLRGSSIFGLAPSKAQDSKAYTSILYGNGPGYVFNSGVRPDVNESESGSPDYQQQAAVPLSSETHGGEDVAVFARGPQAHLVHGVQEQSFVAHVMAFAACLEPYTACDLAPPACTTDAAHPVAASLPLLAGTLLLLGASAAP
ATG4B inhibitor: ATG4B (human) cysteine protease inhibition | Q9Y4P1 | ATG4B cleavage of LC3-PLA2, NBD-HPC fluorescence, 1 h | inhibition, % at 8.33 µM | 340,000 compounds, 0.51% hits | AID 504462; in the data active = inhibition above about 40%
Target sequence (Q9Y4P1 whole entry, looked up): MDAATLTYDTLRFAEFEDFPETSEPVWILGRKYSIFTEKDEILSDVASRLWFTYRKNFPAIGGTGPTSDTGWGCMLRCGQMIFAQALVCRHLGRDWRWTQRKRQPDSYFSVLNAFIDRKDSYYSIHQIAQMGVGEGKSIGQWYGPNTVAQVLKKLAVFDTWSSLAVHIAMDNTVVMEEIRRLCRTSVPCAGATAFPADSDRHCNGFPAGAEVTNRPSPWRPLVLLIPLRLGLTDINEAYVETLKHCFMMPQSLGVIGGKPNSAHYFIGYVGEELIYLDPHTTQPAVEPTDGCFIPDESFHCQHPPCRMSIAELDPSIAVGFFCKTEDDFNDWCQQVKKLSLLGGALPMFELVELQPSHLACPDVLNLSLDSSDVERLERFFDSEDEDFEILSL
mIAP block: blocks mouse intestinal alkaline phosphatase | inhibition, % at 10 µM | purified mouse IAP, CDP-Star luminescence, 30 min | 330,000 compounds, 0.2% hits | AID 2806;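 active = inhibition of at least 40% at 10 µM in the primary screen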;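 also: plate controls were DMSO with enzyme for no effect and no enzyme wells for full effect; values of inactives mirror those of a sister screen read the other way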
hIAP act: increases human intestinal alkaline phosphatase activity; purified human IAP, CDP-Star luminescence, 30 min; active compounds read high; 1 = vehicle-only enzyme, 0 = enzyme-free background; AID 2524; P09923; 330,000 compounds, 0.16% hits; activation factor at 10 µM;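 active = activation factor of the enzyme at least 2-fold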; also: the source names both 10 and 20 µM as test concentration; values of inactives mirror those of a sister screen read the other way
TIM10 inh: TIM10 yeast growth inhibition. S. cerevisiae TIM10 strain growth, BacTiter-Glo luminescence, 24 h. inhibition, % at 10 µM. 330,000 compounds, 1.4% hits;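 active = inhibition of 40% or more at the single tested concentration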;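 also: wild-type TIM10 isogenic control strain grown at permissive 25 °C; 0% = DMSO yeast wells and 100% = minimal medium wells without yeast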
Numbers without * were called inactive. Only part of the results is shown. The share of hits here may be higher or lower than overall.

Sequence of screens – mIAP activ, tim10-1 inh, hIAP act, hIAP inh, Apaf-1 inh, mIAP block, NALP3 yeast inh, TIM10 inh, ATG4B inhibitor
- CCN1C(=O)C(=C2C=C(C)N(Cc3ccco3)C(C)=C2)C(=O)N(CC)C1=S
 : 0.93, 22, 1.4, -38, 12, 7, 12, 16, -1
- CN1CCc2nc(SCc3cccc(Br)c3)c(C#N)cc2C1
 : 0.89, 16, 0.86, 14, 18, 11, 11, 26, 6
- Cc1ccsc1C(=O)C1CCCN(Cc2cnc(N3CCCC3)s2)C1 (stereo not drawn)
 : 0.92, -6, 0.91, 9, 9, 8, 9, 6, 23
- O=[N+]([O-])c1ccccc1CNCCc1ccc(F)cc1
 : 0.98, 11, 1.1, -9, -6, 2, 8, 11, 3
- COc1cccc(-n2c(CN3CCN(C)CC3)nc3ccc([N+](=O)[O-])cc3c2=O)c1
 : 0.95, 3, 0.91, 9, -9, 5, 13, 10, -7
- c1ccc2nc(OCCN3CC3)ccc2c1
 : 1, 7, 0.99, 1, 18, -5, 9, 0, -3
- O=C(N/N=C/c1c(O)n(CCc2ccc(F)cc2)c(=O)[nH]c1=O)c1ccncc1
 : 0.85, 12, 1.6, -64, 8, 15, 8, 20, 2
- COc1ccc(-n2nc(C(=O)NCC(=O)N3CCC4(CC3)OCCO4)c3ccccc3c2=O)c(OC)c1
 : 1, 14, 1.1, -9, 10, -1, -6, -8, 0
- O=C1NC(=O)C(CCc2ccncc2)(Cc2cccc(Cl)c2Cl)C(=O)N1c1ccc(Br)cc1 (stereo not drawn)
 : 0.95, -26, 0.95, 5, 24, 5, 7, 3, -8
- CO[C@H]1[C@@H](OC)CC(OC2OC(CO)C(O)C(O)C2O)/C(=C\C#N)[C@@H]1O (stereo partly drawn)
 : 1, -18, 0.97, 2, -4, -1, 24, -6, -2
- c1cncc(C2CCCCN2)c1 (stereo not drawn)
 : 0.9, 1, 0.91, 9, -6, 10, -4, 1, 8
- COC(=O)C1=C(c2ccccc2OCc2ccccc2)C[C@@H]2CC[C@H]1N2C(=O)NCc1ccc(C(C)(C)C)cc1
 : 1.5, 15, 0.93, 7, 12, -48, 14, 10, -6
- COc1ccccc1/C=C1/C(=N/O)C2CCN1CC2
 : 0.93, 19, 0.98, 2, -28, 7, 13, 11, 8
- CNC(C(=O)c1ccccc1)C(OC(C)=O)c1cccc([N+](=O)[O-])c1 (stereo not drawn)
 : 0.97, 20, 0.98, 2, -22, 3, 10, 24, 0
- CC(=O)c1cccc(OCC(=O)N2CCN(CC(=O)Nc3cccc(F)c3)CC2)c1
 : 0.92, -2, 0.98, 2, -13, 8, 1, -9, -4
- O=C1NC2NC(=O)N([N+](=O)[O-])C2N1 (stereo not drawn)
 : 1.1, 22, 1.1, -11, -3, -7, 1, 9, -10
- C[C@]12CCC(=O)CC1CCC1C2CC[C@]2(C)C(OC(=O)CCC(=O)O)CCC12 (stereo partly drawn)
 : 1, 12, 1.1, -13, 1, 0, 49, 13, -1
- Cc1ccc(C(O)(C(=O)NNC(=O)CN2CCN(C)CC2)c2ccc(C)cc2)cc1
 : 1.1, 3, 1, -2, 2, -13, 7, -5, 1
- Cc1ccc(Cn2nc(C(=O)Nc3ccc(Br)cc3)cc2C)cc1
 : 1, -6, 0.95, 5, 22, -2, 25, -29, 4
- COC(=O)C(O)(c1ccc2c(c1)CCCN2)C(F)(F)F (stereo not drawn)
 : 0.97, 13, 0.93, 7, -2, 3, -4, 6, -6
- COc1ccc(CCNCc2sccc2C)cc1
 : 0.97, 6, 1.1, -6, 2, 3, 7, 9, -1
- O=C1OC(c2ccc([N+](=O)[O-])cc2)=N/C1=C/N1CC2CC(C1)c1cccc(=O)n1C2 (stereo not drawn)
 : 0.95, 13, 0.92, 8, -17, 5, 7, 0, -6
- CCCC(C)C1(CC)C(=O)NC(=Nc2ccc(F)cc2)NC1=O (stereo not drawn)
 : 1.1, 25, 1, -3, 5, -7, 11, -4, -2
- COC(=O)N(C)c1ccc(C(O)(C(=O)OC)C(F)(F)F)cc1 (stereo not drawn)
 : 1.1, 14, 0.98, 2, -1, -6, 4, 2, -11
- O=C1NC(=O)C(=Cc2cc(Cl)ccc2OCc2ccc(C(=O)O)cc2)C(=O)N1
 : 1, 5, 1, 0, -4, -1, 35, 11, 3
- C(#CCN1CCCC1)CN1CCCC1
 : 0.94, 5, 0.93, 7, -6, 6, 22, -7, -6
- COc1ccc(CN2CCN(C(=O)Cc3ccccc3)CC2)c(OC)c1
 : 1, 1, 0.95, 5, 9, 0, -2, -2, -2
- COc1ccc(C2=NCC(=O)N(CC(=O)NCc3ccco3)c3sc4c(c32)CCCC4)cc1
 : 1.1, 23, 0.93, 7, 1, -6, 20, 1, 0
- CCCOP(=O)(OCCC)C(NC(=O)c1ccccc1)=C(Cl)Cl
 : 0.93, 22, 0.96, 4, 8, 7, 14, -5, -9
- O=C(C1CCCN(c2nnc(-n3cccc3)s2)C1)N1CCC2(CC1)OCCO2 (stereo not drawn)
 : 1.1, -3, 1, -4, 7, -6, 2, -4, -3
- CC(=O)N(C1=NCCCS1)c1ccccc1F
 : 0.98, 4, 0.98, 2, -7, 2, -9, -11, 8
- CN1CCN(c2ccc([N+](=O)[O-])cc2Cl)CC1
 : 1, 7, 0.97, 3, -14, -4, -1, 8, 6
- CCOC(=O)C1CCN(/C=C2/C(=O)NC(=S)N(c3cccc(OC)c3)C2=O)CC1
 : 1, 15, 1, -1, 5, -4, 11, 2, 8
- COC(=O)C1=C(c2ccc(OCc3ccccc3)cc2)C[C@@H]2CC[C@H]1N2C(=O)NCc1ccc([N+](=O)[O-])cc1
 : 0.93, 12, 1, -4, 30, 8, 8, 6, -9
- CCN1CCN(c2cc(N3CCCC3)c(F)cc2[N+](=O)[O-])CC1
 : 0.75, 3, 0.87, 13, 1, 25, 25, 5, 16
- COc1ccc2c(c1O)-c1c(OC)c(OC)cc3c1[C@H](C2)N(C)CC3
 : 0.98, 7, 1, -4, -1, 2, 3, 2, 1
- CCOc1cc(CN2CCN(C(=O)Cc3ccccc3)CC2)ccc1OC
 : 1, 0, 0.95, 5, -9, -1, 11, 13, 8
- O=C1/C(=C\c2ccc(Cl)cc2Cl)N2CCC1CC2
 : 1, 39, 0.92, 8, -7, -2, 8, 30, -2
- CCOc1ccccc1-n1c(O)c(C=NCCCN(CC)CC)c(=O)[nH]c1=O
 : 1, 1, 0.99, 1, -7, -4, 0, 2, -1
- CCc1ccc2nc(N3CCC(C(=O)N4CCC5(CC4)OCCO5)CC3)sc2c1
 : 1.1, 10, 1.1, -9, 12, -7, 32, 15, -4
- NC(=O)c1cn(C2CCCCC2)c2ccccc2c1=O
 : 1, 12, 1, 0, 4, -2, 5, 10, 2
- O=S(=O)(c1ccc(F)cc1)N1CCCCC1c1cccnc1 (stereo not drawn)
 : 0.96, -5, 0.98, 2, -8, 4, 8, 3, -5
- COc1ccc2c3c1O[C@H]1C(=O)CC[C@H]4[C@@H](C2)N(C)CC[C@]314
 : 1, -6, 0.99, 1, -1, 0, 7, -1, -7
- CCOP(=O)(C(NC(=O)c1ccccc1Cl)=C(Cl)Cl)c1ccccc1 (stereo not drawn)
 : 1.1, 22, 1.2, -17, 16, -11, 10, -10, -7
- O=c1c2ccccc2nc(-c2ccco2)n1-c1ccc(Br)cc1
 : 0.97, 14, 0.76, 24, -15, 3, 19, 9, 27
- Cc1ccc2nsnc2c1-n1c(C)nc2ccccc2c1=O
 : 1, -1, 1.1, -10, -7, -4, 10, 9, -2
- O=C(C(=O)N1CCOCC1)c1cn(CCCOc2ccccc2)c2ccccc12
 : 0.98, 27, 1.1, -8, 7, 2, 1, 28, -3
- O=C(CN1C(=O)COc2ccccc21)N1CCC2(CC1)OCCO2
 : 0.95, -8, 0.77, 23, -16, 5, 9, 5, 3
- Cc1nc2cc(C(F)(F)F)ccc2n1C1CCN(Cc2nnnn2Cc2ccc3c(c2)OCO3)CC1
 : 0.97, 36, 1, -3, 29, 3, -6, 13, -27
- CCc1cc(=O)oc2c(C)c(OCC(=O)N3C[C@H]4C[C@@H](C3)c3cccc(=O)n3C4)ccc12
 : 0.94, -11, 1, -3, -6, 6, 15, -9, -15

6 structures already listed, ordered by molecular weight, smallest number first:
Sequence of screens – mIAP activ, tim10-1 inh, hIAP act, hIAP inh, Apaf-1 inh, mIAP block, NALP3 yeast inh, TIM10 inh, ATG4B inhibitor
- c1ccc2nc(OCCN3CC3)ccc2c1
 : 1, 7, 0.99, 1, 18, -5, 9, 0, -3
- CNC(C(=O)c1ccccc1)C(OC(C)=O)c1cccc([N+](=O)[O-])c1 (stereo not drawn)
 : 0.97, 20, 0.98, 2, -22, 3, 10, 24, 0
- CCCOP(=O)(OCCC)C(NC(=O)c1ccccc1)=C(Cl)Cl
 : 0.93, 22, 0.96, 4, 8, 7, 14, -5, -9
- CCN1C(=O)C(=C2C=C(C)N(Cc3ccco3)C(C)=C2)C(=O)N(CC)C1=S
 : 0.93, 22, 1.4, -38, 12, 7, 12, 16, -1
- COC(=O)C1=C(c2ccccc2OCc2ccccc2)C[C@@H]2CC[C@H]1N2C(=O)NCc1ccc(C(C)(C)C)cc1
 : 1.5, 15, 0.93, 7, 12, -48, 14, 10, -6
- O=C1NC(=O)C(CCc2ccncc2)(Cc2cccc(Cl)c2Cl)C(=O)N1c1ccc(Br)cc1 (stereo not drawn)
 : 0.95, -26, 0.95, 5, 24, 5, 7, 3, -8

Four compounds from above with just ATG4B inhibitor, tim10-1 inh and NALP3 yeast inh:
| smiles | ATG4B inhibitor | tim10-1 inh | NALP3 yeast inh |
| --- | --- | --- | --- |
| CCOP(=O)(C(NC(=O)c1ccccc1Cl)=C(Cl)Cl)c1ccccc1 (stereo not drawn) | -7 | 22 | 10 |
| O=c1c2ccccc2nc(-c2ccco2)n1-c1ccc(Br)cc1 | 27 | 14 | 19 |
| Cc1ccc2nsnc2c1-n1c(C)nc2ccccc2c1=O | -2 | -1 | 10 |
| O=C(C(=O)N1CCOCC1)c1cn(CCCOc2ccccc2)c2ccccc12 | -3 | 27 | 1 |

New compounds follow
Sequence of screens – mIAP activ, tim10-1 inh, hIAP act, hIAP inh, Apaf-1 inh, mIAP block, NALP3 yeast inh, TIM10 inh, ATG4B inhibitor
- CCCCn1c(=O)c(C=Nc2cccnc2Cl)c(O)n(CCCCl)c1=O
 : 1, 7, 0.8, 20, 3, -3, 5, 21, -10
- CC(Cc1ccccc1Sc1ccc(O)cc1)N(C)C (stereo not drawn)
 : 0.99, -9, 0.85, 15, -4, 1, 13, -4, -10
- C=CC1CN2CCC1CC2C(OC(C)=O)c1ccnc2ccc(OC)cc12 (stereo not drawn)
 : 0.98, 6, 1, -1, -9, 2, 17, 4, -6
- O=c1[nH]c(=O)n(-c2ccc(Cl)cc2)c(O)c1C=NCCN1CCCCC1
 : 1.1, 15, 1.2, -19, 6, -11, 14, -4, 0
- FC(F)(F)c1ccccc1N1CC1c1ccncc1 (stereo not drawn)
 : 1, 6, 1.2, -19, 5, 0, 11, -23, -11
- Cn1c(N2CCNCC2)nc2ccccc21
 : 0.95, 10, 0.95, 5, -20, 5, 5, -3, -2
- CCN(CC)c1ccc(N=Cc2c(O)n(-c3ccc(Cl)cc3)c(=O)[nH]c2=O)cc1
 : 0.95, -5, 1.1, -6, 28, 5, -16, -15, -8
- COC(=O)C1=C(c2ccc(F)cc2OCc2ccccc2)C[C@@H]2CC[C@H]1N2C(=O)NCc1ccc(OC)cc1
 : 1.3, 15, 1.1, -10, 22, -31, 17, 9, 0
- CN(C)C(=O)Oc1ccc2c(c1)O/C(=C\c1ccccc1)C2=O
 : 0.97, 32, 0.89, 11, 4, 3, 19, 14, -10
